From PubChem
COUP-TFII inh: NR2F2 (human) inhibition, primary screen; AID 686940; inhibition, % at 8.6 µM; 0.7% of 370,000 active; HEK293T NGFI-A luciferase reporter, luminescence; P24468;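 active means inhibition above a per-plate cutoff, mean inhibition of test wells between control levels plus 3 SD, cut at about 38% in these data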;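 further: cells cotransfected with COUP-TFII expression vector driving the NGFI-A reporter; 0% = median of COUP-TF2 test wells and 100% = reporter-only cells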
Target sequence (P24468 whole entry, looked up): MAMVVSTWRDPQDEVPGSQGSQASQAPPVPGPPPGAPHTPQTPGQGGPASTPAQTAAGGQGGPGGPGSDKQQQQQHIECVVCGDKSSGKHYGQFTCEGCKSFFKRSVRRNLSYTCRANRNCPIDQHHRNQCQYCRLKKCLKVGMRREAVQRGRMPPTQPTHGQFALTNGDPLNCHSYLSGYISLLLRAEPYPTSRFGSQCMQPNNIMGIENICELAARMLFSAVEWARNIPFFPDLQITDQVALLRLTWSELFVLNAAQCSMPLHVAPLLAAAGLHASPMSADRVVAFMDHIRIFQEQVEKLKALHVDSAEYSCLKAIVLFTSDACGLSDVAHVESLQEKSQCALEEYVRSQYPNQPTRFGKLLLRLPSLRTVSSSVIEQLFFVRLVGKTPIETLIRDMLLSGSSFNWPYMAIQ
LMP1 NFkB inh: reduces LMP1-driven NF-kappaB luciferase signal. 0.69% of 350,000 active. LMP1-induced NF-kappaB luciferase reporter cells, luminescence. inhibition, % at 12.5 µM; in the data active means inhibition above about 41%;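 further: 0% = neutral control wells and 100% = reference inhibitor control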
TROY signal inh: inhibitors of TROY-dependent NF-kB signaling; Q293 LMP1-TROYcd NF-kB luciferase reporter, 4 h; inhibition, % at 10 µM; 0.98% of 360,000 active;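 active means compounds whose plate-normalised and pattern-corrected inhibition of the luciferase reporter signal at the single screening dose is 50% or more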
Shn3 inh set2: reduces Shn3 3'UTR luciferase signal in osteoblasts; inhibition, % at 12.5 µM; AID 588674; Clone20 osteoblast Shn3 3'UTR firefly luciferase, 24 h; 0.52% of 360,000 active;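 active means mean inhibition of at least 75% with every replicate also reaching 75%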;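 further: 0% = median of neutral control wells and 100% = pilot-screen positive control compound; some compounds past the cut are filed as inactive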
CF NFkB block: cystic fibrosis NF-kB activation inhibition; KKLEB NF-kB-GFP reporter, PAF-induced, GFP fluorescence overnight; inhibition, % at 5 µM; 0.86% of 360,000 active; AID 588850;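 active means at least 50% inhibition at 5 µM, scaled per plate between neutral and stimulator controls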;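 further: PAF is a Pseudomonas aeruginosa culture filtrate used as stimulus; plate controls were PAF-stimulated DMSO wells for no effect and unstimulated DMSO wells for full effect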
TRAIL sens C8: sensitizes caspase-8 expressing cells to TRAIL; inhibition (viability loss, TRAIL sensitization), % at 10 µM; 1% of 360,000 active; NB7+C8 cells + TRAIL, ATPlite viability luminescence;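 active means compounds causing at least 50% loss of cell viability in the single-dose screen, relative to plate controls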
KKLEB tox: counter-screen for CF NF-kB inhibitors: cytotoxicity | AID 602141 | activity change (cytotoxicity), % at 5 µM | 0.36% of 360,000 active | KKLEB CF airway cells viability, ATPlite luminescence, overnight; hits give low values; cells stimulated with P. aeruginosa culture filtrate;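 active means corrected activity change at or below -50% at 5 µM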
TWEAK Fn14 block: blocks TWEAK-Fn14 interaction in a reporter cell assay | inhibition, % at 10 µM | TWEAK-stimulated Fn14 reporter cells, luciferase luminescence, 8 h | AID 1159606 | 2% of 360,000 active; in the data active means inhibition above about 50%
LRH-1 inv ag: NR5A2 inverse agonism in reporter assay | inhibition, % at 3.6 µM | 0.13% of 360,000 active | AID 602396 | HEK293T StAR-luciferase reporter, LRH-1 transfected, 24 h;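 active means inhibition above the mean inhibition of all tested compounds plus 3 SD, cut at about 73% in these data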;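 further: 0% = DMSO wells and 100% = reporter-only cells lacking LRH-1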
Target sequence (O00482 whole entry, looked up): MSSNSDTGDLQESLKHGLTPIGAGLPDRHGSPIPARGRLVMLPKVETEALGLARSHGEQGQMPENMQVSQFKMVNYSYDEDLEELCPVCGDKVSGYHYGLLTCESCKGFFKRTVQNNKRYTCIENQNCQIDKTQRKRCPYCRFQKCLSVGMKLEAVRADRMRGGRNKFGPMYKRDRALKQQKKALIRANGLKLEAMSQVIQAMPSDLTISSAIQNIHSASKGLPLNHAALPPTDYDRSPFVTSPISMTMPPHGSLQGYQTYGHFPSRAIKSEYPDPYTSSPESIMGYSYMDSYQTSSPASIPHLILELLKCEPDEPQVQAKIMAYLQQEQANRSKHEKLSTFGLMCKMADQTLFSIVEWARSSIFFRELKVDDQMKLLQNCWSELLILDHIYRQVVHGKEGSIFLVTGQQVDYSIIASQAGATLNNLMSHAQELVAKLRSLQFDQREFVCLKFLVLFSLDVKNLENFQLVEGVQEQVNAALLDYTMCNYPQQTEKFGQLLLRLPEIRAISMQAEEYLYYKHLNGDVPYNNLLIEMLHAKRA
NCOA1 inh: inhibits human SRC1 coactivator. Q15788. HEK293 GAL4-SRC1 luciferase reporter, luminescence. inhibition, % at 3.6 µM. 0.12% of 360,000 active;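 active means inhibition above the campaign mean plus 3 SD, with each screening campaign given its own cutoff, cut at about 60% in these data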;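 further: 0% = DMSO treated cells and 100% = gossypol at 36 µM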
SRC3 inh: inhibitors of human steroid receptor coactivator 3 (SRC3); HEK293 GAL4-SRC3 luciferase reporter, luminescence; inhibition, % at 3.6 µM; 0.17% of 360,000 active; AID 588352;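 active means inhibition above a per-campaign cutoff, the mean of all compounds plus 3 SD, cut at about 60% in these data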;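 further: 0% = DMSO-treated cells and 100% = gossypol-treated cells at 36 µM; higher means less SRC3-driven luciferase light from the GAL4 reporter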
Starred values were filed as active, the others as inactive; . = not tested or not shown.

Every second line gives: COUP-TFII inh	LMP1 NFkB inh	TROY signal inh	Shn3 inh set2	CF NFkB block	TRAIL sens C8	KKLEB tox	TWEAK Fn14 block	LRH-1 inv ag	NCOA1 inh	SRC3 inh
- COc1cc(OC)cc(C(=O)NCC(=O)Nc2ccc(OC)c(Cl)c2)c1
    11	-3	6	-9	-12	9	9	-15	-6	-2	-2
- Cc1ccc(NC(=O)COC(=O)c2ccc(OCc3c(C)noc3C)cc2)cc1S(=O)(=O)N1CCOCC1
    -1	-3	-11	-10	-10	22	1	-6	-9	-3	21
- COc1cccc(C2CC(c3ccccc3OC)n3nc(N)nc3N2)c1 (stereo unspecified)
    -6	-2	-10	-4	22	-22	-4	8	9	12	-9
- COCc1cc(=O)[nH]c(-c2ccccc2)n1
    -10	2	14	7	3	-6	11	15	-1	9	6
- CCN(CC)C(=O)Cn1ncc2c1-c1ccccc1OC2
    -22	-1	1	-12	35	-2	-26	1	8	9	9
- CCOC(=O)c1ccc(Nc2nnc(C)c3ccccc23)cc1
    -13	4	-9	12	-13	2	2	-28	-47	-30	-18
- CCOc1ccc(NS(=O)(=O)c2ccc(NC(=O)c3ccccn3)cc2)cc1
    -12	0	5	13	-7	13	8	-15	-11	3	-1
- O=C(NC(=S)N1CCOCC1)C12CC3CCC(CC(C3)C1)C2
    -14	-8	-11	-3	11	-5	0	-19	16	5	22
- CCN1C[C@@H]2[C@@H]3C(=O)N(C)C(=O)[C@@H]3[C@](C)(C1=O)N2C(=O)c1ccc(Cl)cc1
    3	-1	-19	-9	-14	-7	6	4	-1	-13	-19
- CCO[C@H]1OC(C(=O)Nc2ccccc2)=C[C@@H](c2cn(C(C)=O)c3ccccc23)[C@@H]1CCCO
    -7	9	-5	-26	-18	-5	-12	-18	13	6	-12
- O=C(Cc1cn(Cc2cccc(Cl)c2)c2ccccc12)N1CCCC1
    12	-1	24	-11	-23	-5	2	21	7	-3	14
- CC(=O)Nc1ccc(NC(=O)CSc2ccc(-c3sc(C)nc3C)nn2)cc1
    -18	7	-3	2	19	6	-28	-32	-3	3	5
- CC(C)CNC(=S)NNC(=O)c1csc2c1CCC(C)C2 (stereo unspecified)
    -4	12	-57	-14	3	-15	9	-20	-7	3	-13
- Cc1cccc(C)c1N1CCc2cn[nH]c21
    -12	0	-8	4	-4	5	3	4	19	-9	1
- Cc1onc(-c2ccccc2Cl)c1C(=O)N(Cc1nc(-c2ccccc2)no1)C1CCCCC1
    -10	-5	-6	79	15	17	-10	20	-4	7	1
- O=C(CSc1nnc(-c2ccncc2)n1Cc1ccco1)Nc1ccccc1Cl
    -3	-2	3	-23	16	5	-17	12	-3	-3	3
- Fc1ccccc1-n1cn[nH]c1=S
    -12	10	-24	-28	-7	-8	-5	-16	-41	-28	-28
- CC(C)(C)SCCNC(=O)/C=C/c1ccc([N+](=O)[O-])cc1
    0	-3	-8	18	-2	12	-8	4	.	.	.
- CN1CCN(c2ccc(S(=O)(=O)N3CCCCC3)cc2NC(=O)COc2cccc(Cl)c2)CC1
    21	12	-9	16	15	25	-15	1	17	-2	12
- O=C(NC(c1ccc(-c2ccccc2)cc1)c1cnccn1)C1CCN(CCOc2ccc(Cl)cc2Cl)CC1 (stereo unspecified)
    -8	.	25	0	35	18	-18	-4	11	-10	1
- CCC(C)n1c(SCC(=O)N(CC)c2c(N)n(Cc3ccccc3)c(=O)[nH]c2=O)nc2ccccc2c1=O (stereo unspecified)
    -13	3	-12	-15	2	-11	-13	4	5	-19	24
- Cc1ccccc1C(=O)Nc1ccccc1N1CCCCC1
    1	3	20	9	6	2	-12	-2	3	0	3
- CC1CCCN(C(=O)c2nn(C)c3c2CS(=O)(=O)c2ccccc2-3)C1 (stereo unspecified)
    -14	-1	-5	-3	-6	-3	-2	5	-6	16	11
- CC(=O)Nc1cccc(-c2ccnc3c2CC(C)(C(=O)Nc2cccc(C(C)=O)c2)O3)c1 (stereo unspecified)
    2	.	15	58	-21	13	8	1	5	16	-7
- N#Cc1nc(COc2ccc(-c3ccccc3)cc2)oc1NCc1cccnc1
    8	1	-2	-2	4	1	-7	-14	-4	-9	-22
- CC1CC(Nc2ccccc2N)=CC(=O)O1 (stereo unspecified)
    -24	-4	-30	-5	18	-13	-13	-16	-114	-65	-72
- CC(C)C1S/C(=N/N=C/c2cccs2)NC1=O (stereo unspecified)
    -12	-20	-12	2	13	2	-8	-7	-11	-18	-31
- O=C(CCN1C(=O)c2ccccc2S1(=O)=O)Nc1cccc2ccccc12
    11	-6	-21	0	20	1	-2	-3	0	7	14
- COc1cc(C(=O)NCC(=O)N2CCN(S(=O)(=O)c3cc(C)ccc3C)CC2)cc(OC)c1OC
    -11	0	-16	-8	14	20	-16	3	8	-14	-2
- Oc1ccc(C[C@@H](CN2CCC[C@@H]2CN2C(=S)NC[C@@H]2Cc2ccccc2)N2C[C@H](Cc3ccccc3)N(CCc3ccccc3)C2=S)cc1
    16	.	18	4	4	-3	-17	11	-12	5	3
- COc1cc(OC)c(C(=O)Nc2ccncc2)cc1OC
    -2	6	-4	-1	-14	1	4	-7	7	-3	-15
- CCOC(=O)NC(C(Cl)(Cl)Cl)S(=O)(=O)c1ccccc1 (stereo unspecified)
    21	4	1	10	13	5	5	23	-8	-2	6
- CC(C)[C@H]1C(=O)Nc2ccccc2N1C(=O)N[C@@H](Cc1ccccc1)C(=O)N[C@H](C(=O)O)c1ccccc1
    19	3	-6	4	-2	7	5	15	-3	7	10
- Cc1ccc(C2CC(=O)Oc3cc(C)cc(C)c32)cc1 (stereo unspecified)
    -7	-8	-10	-19	1	-8	-13	-6	3	-9	-15
- COc1cc2[nH]c(=S)n(CCN3CCCCC3C)c(=O)c2cc1OC (stereo unspecified)
    -3	-7	7	-7	-15	1	-7	77*	-40	-3	7
- CC(C)n1c(-c2cccs2)nc2ccccc21
    3	-1	.	1	-12	-5	14	15	13	-1	0
- c1ccc(-n2c(-c3ccncc3)nnc2N2CCOCC2)cc1
    -11	-31	-17	-25	-1	-10	13	5	9	-5	6
- Cc1onc(-c2ccccc2)c1C(=O)N1CC(C)OC(C)C1 (stereo unspecified)
    0	-2	-9	-11	6	-5	-6	-10	-1	-1	10
- S=C(NCc1ccccc1)Nc1ccncc1
    17	6	28	68	-6	9	13	17	41	11	7
- CC1CC(C)CN(c2oc(Cc3ccccc3)nc2C#N)C1 (stereo unspecified)
    -3	-1	-45	-10	-19	-13	7	-15	-5	6	0
- COc1ccc(NC(=O)C2CC(=O)N(c3ccccc3Cl)C2)c(OC)c1 (stereo unspecified)
    -1	-4	3	-2	7	-7	-6	18	-5	-2	-2
- C/C(=N\NC(=O)Cc1c[nH]c2ccccc12)c1ccc2ccccc2c1
    -14	-22	-18	4	1	13	6	-17	1	3	19
- CCOC(=O)c1sc2nc(NC(=O)C3CCCCC3)sc2c1C
    -5	-3	-19	6	-55	10	11	-46	-49	5	-8
- CCOC(=O)C1CCN(Cc2ccc3ccccc3c2)CC1
    -2	6	-2	1	-15	-11	6	5	7	5	-18
- Cc1ccc(C2N=C(N)Nc3nc(=O)c4ccccc4n32)cc1 (stereo unspecified)
    -6	-15	-4	-44	-3	-11	6	-3	0	1	-6
- COc1ccccc1-c1cc(C(F)(F)F)nc(NCc2cccs2)n1
    4	-6	-4	17	-15	-4	3	-3	25	-31	6
- CC(=O)NCC(=O)OCC(=O)Nc1nc(-c2ccccc2)cs1
    -13	-8	-38	-16	-2	-1	3	-18	-46	-27	-38
- COc1ccc(Cl)cc1NC(=S)N1CCN(C(=O)c2ccco2)CC1
    -4	-7	.	-2	6	-7	-13	11	-22	20	4
- CCOC(=O)c1cc(S(=O)(=O)N2CCN(Cc3ccccc3)CC2)cn1C
    1	1	-2	3	-2	2	-6	-20	-3	4	12
- COc1ccc(Cl)cc1NC(=O)CSc1nnc(Cc2ccc(C)cc2)c(=O)[nH]1
    -6	0	17	-14	20	8	3	1	24	0	17
- O=S(=O)(NCCCCNS(=O)(=O)c1c(F)cccc1F)c1ccc2c(c1)OCCO2
    12	-6	-10	8	10	5	14	-20	11	-8	2
- Cc1noc(C)c1CSc1nc2sc(C)c(C)c2c(=O)n1-c1ccccc1
    -12	-9	-22	-9	6	1	-11	-14	-19	-11	-26
- O=C(NCCN1CCOCC1)C(=O)NCC1OCCN1S(=O)(=O)c1ccccc1 (stereo unspecified)
    11	2	-2	-12	-4	-8	-8	8	-11	-1	-2
- O=C(Nc1ccccc1)C1CC=CCC1C(=O)OCC1CCCO1 (stereo unspecified)
    -10	-1	-2	2	-3	-4	-1	0	6	-28	-6
- Cc1noc(C)c1COC(=O)C1CC(O)CN1S(=O)(=O)c1ccc(Cl)cc1 (stereo unspecified)
    6	-3	4	6	-3	-23	-2	-3	10	6	15
- O=C(C[C@@H]1C/C=C/CC[C@@H](Cc2ccc(F)cc2)C(=O)OC[C@H](Cc2ccccc2)NC1=O)N[C@H](CO)Cc1ccccc1
    8	-2	1	38	12	19	-17	13	4	-8	-36
- O=C(COC(=O)COc1ccc(Br)cc1)NC1CCS(=O)(=O)C1 (stereo unspecified)
    4	7	-5	9	-14	-10	2	1	2	-5	4
- Cc1ccc(-c2nn(C)c(=O)c3ccccc23)cc1CNC(=O)c1ccccc1
    3	.	19	16	6	-11	-5	11	13	12	9
- Cc1ccc(Cn2nc(C)cc2C(=O)Nc2ccc(Cl)cc2)cc1
    -16	.	-30	-34	23	-6	-6	-24	-6	-17	-6
- Cc1ccc(-c2nc(CN3CCN(C(=O)C4CCCO4)CC3)cs2)cc1 (stereo unspecified)
    25	4	-11	29	9	3	0	8	-2	-3	12

(continued)
Every second line gives: COUP-TFII inh	LMP1 NFkB inh	TROY signal inh	Shn3 inh set2	CF NFkB block	TRAIL sens C8	KKLEB tox	TWEAK Fn14 block	LRH-1 inv ag	NCOA1 inh	SRC3 inh
- Cc1c(NC(=O)CSc2ccccc2Cl)c(=O)n(-c2ccccc2)n1C
    8	7	-2	-3	-17	2	12	-2	11	-2	1
- Cc1ccc(S(=O)(=O)N2CCCC2C(=O)N2CCCCCC2)cc1 (stereo unspecified)
    5	5	0	-3	-22	0	4	-11	7	-8	4
- O=C(N/N=C1\CC2CC=CC12)c1ccc(O)cc1 (stereo unspecified)
    -30	2	-6	3	-13	-2	-5	-1	-79	-50	-8
- COc1ccc(N2CCN(c3cc(C)nc4ccc(OC)cc34)CC2)cc1
    2	8	-2	1	6	-9	-13	8	27	10	-7
- Cn1c(=O)c2c(nc(NC3CCCCC3)n2CC(O)COc2ccccc2)n(C)c1=O (stereo unspecified)
    -19	-4	1	7	-27	-3	-2	-42	4	5	23
- CC1CN(Cc2ccco2)C(=S)NC1=O (stereo unspecified)
    17	2	21	22	0	-20	10	9	20	-9	-10
- O=C(NC(=S)N1CCCc2ccccc21)c1ccccc1
    -13	-17	-45	-15	-5	-5	-9	-3	-52	-63	-50

Not all compounds are listed; count on the stated rates, not on these rows.
